GAA glycogen mod – qHTS Assay for Inhibitors and Activators of Human alpha-Glucosidase Cleavage of Glycogen | recombinant GAA, glycogen substrate, Amplex Red glucose oxidase fluorescence | AID 2100, 2009 | Potency, µM (top dose mostly 76.4 µM), inactives show top-dose activity change, negative = inhibition, usual class: inhibitors | Lysosomal alpha-glucosidase (Homo sapiens), P10253 | 0.38% of 300,000 active;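 further: potency means the concentration at half of the fitted maximal effect; 0% = full enzyme reaction and -100% = no-enzyme basal signal; the screen sought inhibitors and activators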
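Recombinant enzyme (4 nM final) with compounds titrated up to 77 uM and bovine liver glycogen (30 ug) in citrate pH 5.0, 0.01% Tween-20, 37 C 40 min. Released glucose detected by Amplex Red/glucose oxidase (Ex 573/Em 610); AC50 from Hill fits.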
HTT cytoprotect – qHTS Multiplex Assay to Identify Dual Action Probes in a Cell Model of Huntington: Cytoprotection (ATP). PC12 HTT-Q103 induced, cytoprotection, ATP luminescence, 40 h. Potency, µM (series often up to 56.4 µM), without a hit: cytoprotection (ATP increase), most hits filed as activators. 0.14% of 230,000 active;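 further: potency means the concentration at half of the fitted maximal effect; % of control where 0% means no effect; nearly all actives have a fitted effect of over 45% in size; toxic huntingtin expression switched on by the ecdysone agonist tebufenozide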
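Quantitative HTS on tebufenozide-induced (100 nM) PC12 cells expressing HTTQ103 exon 1–GFP; compounds tested as a concentration series; survival measured via cellular ATP.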
GAA spleen mod – qHTS Assay for Inhibitors and Activators of Human alpha-Glucosidase From Spleen Homogenate; Lysosomal alpha-glucosidase (Homo sapiens), P10253; 0.006% of 240,000 active; AID 2112, 2009; human spleen homogenate, 4-MU-alpha-glucoside fluorescence; Potency, µM (highest dose often 79.9 µM), for the others: at the highest dose activity change, negative = inhibition, most hits filed as inhibitors;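 further: potency means the concentration at half of the fitted maximal effect; 0% = enzyme with vehicle and -100% = no enzyme basal signal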
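Enzyme source: human spleen homogenate, 1 ug/well. Buffer 50 mM citric acid/K phosphate pH 5.0, 0.01% Tween-20. 4-MU-alpha-glucoside 1 mM; 37 C x 40 min; NaOH/glycine stop; fluorescence.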
LMNA splice mod – qHTS Assay for Modulators of Lamin A Splicing. HeLa LMNA splicing GFP/RFP minigene ratio, 48 h. Potency, µM (doses to about 46.1 µM), without a hit: at the highest dose ratio change, negative = inhibition, actives largely listed as inhibitors. 0.01% of 200,000 active; active means well fitted inhibition curve with a large enough effect in the signal ratio, with a control signal flat, not every such curve was filed as active; inconclusive means small, poorly fitted or top-dose-only effect, or effect the other way, or a change in a side signal; the % refers to the signal ratio; further: potency means the concentration at half of the fitted maximal effect; on the % scale 0 is the no-effect control and ±100 the full control effect
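S3 HeLa stable clones carrying a lamin A-EGFP splicing minigene plus DsRed2 were seeded at 600 cells/well in Opti-MEM with 2% FBS, pin-dosed and incubated 48 h at 37°C. Acumen cytometry (488 nm) gave the GFP/RFP total-intensity ratio.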
GAA inhib – qHTS Assay for Inhibitors of Human alpha-Glucosidase as a Potential Chaperone Treatment of Pompe Disease; purified human GAA, 4-MU-alpha-glucoside fluorescence; Potency, µM (top dose mostly 76.9 µM), for inactives: at the top dose activity change, negative = inhibition, hits mostly inhibitors; 0.005% of 200,000 active; Lysosomal alpha-glucosidase (Homo sapiens), P10253;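 further: potency means the concentration at half of the fitted maximal effect; plate controls were uninhibited enzyme wells for no effect and no-enzyme background for full effect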
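qHTS format, compound range up to 77 uM. Human lysosomal enzyme at 4 nM, 400 uM 4-MU glucoside substrate, pH 5.0, 20 min room temperature; fluorescence after alkaline stop gives activity normalized to controls.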
HTT aggregate – qHTS Multiplex Assay to Identify Dual Action Probes in a Cell Model of Huntington: Aggregate Formation (GFP); AID 1688, 2009; PC12 HttQ103-GFP aggregates, Acumen cytometry, 40 h; Potency, µM (highest dose often 46.1 µM), for inactives: at the highest dose activity change, negative = inhibition, actives largely listed as inhibitors; 1.1% of 220,000 active; further: potency means the concentration at half of the fitted maximal effect; on the % scale 0 is the no-effect control and ±100 the full control effect; nearly all actives have a fitted effect of over 60% in size
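PC12 cells stably carrying ecdysone-inducible HTT exon 1 Q103–GFP were induced with tebufenozide (100 nM final) and treated with library compounds in titration. GFP aggregates in lysates were counted by laser scanning cytometry.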
CBFb-RUNX1 inh – qHTS Assay for Compounds Blocking the Interaction Between CBF-beta and RUNX1 for the Treatment of Acute Myeloid Leukemia; Runt-related transcription factor 1 (Homo sapiens) + Core-binding factor subunit beta …; 230,000 tested, under 10 active; AlphaScreen CBFb-His/RUNX1-biotin binding, biochemical; Potency, µM (titrated, usually from 59.8 µM), inactives show at the top dose activity, negative = inhibition, most hits filed as inhibitors; further: % of control where 0% means no effect
Target sequence (Q01196 whole entry, looked up): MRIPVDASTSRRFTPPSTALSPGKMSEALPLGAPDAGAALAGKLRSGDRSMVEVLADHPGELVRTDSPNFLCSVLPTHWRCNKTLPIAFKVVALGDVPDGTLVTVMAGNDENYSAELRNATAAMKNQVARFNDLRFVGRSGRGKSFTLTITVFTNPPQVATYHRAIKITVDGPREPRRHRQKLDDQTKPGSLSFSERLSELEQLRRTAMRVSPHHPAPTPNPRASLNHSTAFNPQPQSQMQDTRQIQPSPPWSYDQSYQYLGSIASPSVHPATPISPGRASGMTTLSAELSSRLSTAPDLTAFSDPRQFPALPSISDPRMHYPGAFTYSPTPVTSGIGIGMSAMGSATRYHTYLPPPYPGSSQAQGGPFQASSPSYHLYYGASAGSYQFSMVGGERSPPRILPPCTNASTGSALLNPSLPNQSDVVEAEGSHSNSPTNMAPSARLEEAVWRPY
Target sequence (Q13951 whole entry, looked up): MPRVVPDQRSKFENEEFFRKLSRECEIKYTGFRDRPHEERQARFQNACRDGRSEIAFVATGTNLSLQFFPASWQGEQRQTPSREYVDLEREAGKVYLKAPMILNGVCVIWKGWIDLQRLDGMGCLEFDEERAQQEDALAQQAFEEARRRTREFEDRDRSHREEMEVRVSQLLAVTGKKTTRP
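Room-temperature protein-protein interaction test with 30 nM each of His-tagged CBF-beta and biotinylated RUNX1, 15 min with compound, then 90 min with nickel plus streptavidin beads. Signal read in AlphaScreen mode.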
Numbers without * were called inactive; & = joins results of further samples; [ ] = dose if it differs, or a comment. Unless noted, the call rests on the fitted dose curve; in most records, active means well fitted curve in the direction sought with a large enough effect; inconclusive means small, poorly fitted or top-dose-only effect, or another doubt; inactive means no such curve, though single readings can be large; an effect the other way counts as inactive or inconclusive.

Screening CCOC(=O)c1ccc(COC(=O)CCc2nc(-c3ccccc3)c(-c3ccccc3)o2)cc1 returned GAA glycogen mod -1%, HTT cytoprotect 8%, GAA spleen mod -2%, LMNA splice mod 9%, GAA inhib -19%, HTT aggregate -10%[1.84 µM] and CBFb-RUNX1 inh inconclusive.
Screening COc1ccc(CNCc2c(C(=O)N(C)C)nc3ccc(Cl)cn23)c(OC)c1 returned GAA glycogen mod -3%, HTT cytoprotect 25%[10 µM], GAA spleen mod 4%, GAA inhib 7%, HTT aggregate 2%[9.22 µM] and CBFb-RUNX1 inh 10%.
For CCOc1cc(C#N)c(NC(=O)Cn2nnc3ccccc32)cc1OCC the results were GAA glycogen mod 8%, HTT cytoprotect -80%[inhibitor], GAA spleen mod 1%, LMNA splice mod 7%, GAA inhib -2%, HTT aggregate inconclusive and CBFb-RUNX1 inh -2%.
Screening Cc1cc(C)cc(N(CC(=O)NCC2CCCO2)S(=O)(=O)c2c(C)noc2C)c1 (stereo not drawn) returned GAA glycogen mod 3%, HTT cytoprotect -7%, GAA spleen mod -1%, LMNA splice mod -1%, GAA inhib -5%[15.4 µM], HTT aggregate 10% and CBFb-RUNX1 inh 6%.
For COc1ccc(C(O)C2=CCCC2=O)cc1 (stereo not drawn) the results were HTT cytoprotect inconclusive, GAA spleen mod -5%&1% and CBFb-RUNX1 inh -4%&-10%.
Screening COc1cccc(-c2nn3c(-c4cccc(C)c4)nnc3s2)c1 returned GAA glycogen mod 0%, HTT cytoprotect -29%[0.074 µM], GAA spleen mod 4%, LMNA splice mod 8%, GAA inhib -1%, HTT aggregate -27% and CBFb-RUNX1 inh 6%.
Screening O=C(c1ccc(S(=O)(=O)Cc2cc(F)ccc2F)c([N+](=O)[O-])c1)N1CCCCC1 returned GAA glycogen mod 13%, HTT cytoprotect -7%[10 µM], GAA spleen mod -9%, LMNA splice mod inconclusive, GAA inhib 2%, HTT aggregate 13µM* and CBFb-RUNX1 inh -1%.
Cc1ccc(NC(=O)CCc2nnc(SCC(=O)Nc3ccccc3C)n2C)cc1Cl was read as GAA glycogen mod 5%, HTT cytoprotect 1%, GAA spleen mod -1%, LMNA splice mod 12%, GAA inhib 10%, HTT aggregate 8% and CBFb-RUNX1 inh -2%.
`COc1ccc(Br)cc1CNC(=O)C1CCCN(S(C)(=O)=O)C1` (stereo not drawn) gave GAA glycogen mod 4%, HTT cytoprotect -8%, GAA spleen mod -8%, LMNA splice mod -2%, GAA inhib -2%, HTT aggregate 5% and CBFb-RUNX1 inh 3%.
C/C(CCc1ccc2c(c1)OCO2)=N\NC(=O)c1ccc(C)cc1C was read as GAA glycogen mod 5%, HTT cytoprotect -55%[inhibitor], GAA spleen mod -3%, LMNA splice mod 0%[46 µM], GAA inhib 4%, HTT aggregate 12% and CBFb-RUNX1 inh 2%.
Cc1ccc(-c2nc(CSc3nc4ccccc4c(=O)n3C)cs2)cc1 was read as GAA glycogen mod 0%, GAA spleen mod -7%, LMNA splice mod inconclusive, GAA inhib 6%, HTT aggregate -5% and CBFb-RUNX1 inh 3%.
Screening COc1ccccc1NC(=O)N1CCN(c2ccnc3cc(Cl)ccc23)CC1 returned GAA glycogen mod 3%, HTT cytoprotect 2%[10 µM], GAA spleen mod -5%, HTT aggregate -16%[9.22 µM] and CBFb-RUNX1 inh 13%.
`COc1ccc(-n2ccnc2CN2CCCC(CO)(Cc3cccc(OC)c3)C2)cc1` (stereo not drawn) gave GAA glycogen mod 7%, HTT cytoprotect 8%[10 µM], GAA spleen mod -7%, HTT aggregate -16%[9.22 µM] and CBFb-RUNX1 inh -11%.
COCCn1c(Sc2ccccc2)nc2c1c(=O)[nH]c(=O)n2C was read as GAA glycogen mod 2%, HTT cytoprotect -6%[0.074 µM], GAA spleen mod -4%, LMNA splice mod 18%, GAA inhib 5%, HTT aggregate 18% and CBFb-RUNX1 inh 0%.
Screening Cc1cc(C)n(C(=O)CNC(=O)Cc2ccccc2)n1 returned GAA glycogen mod -3%, HTT cytoprotect 6%, GAA spleen mod 6%, LMNA splice mod 8%, GAA inhib -11%, HTT aggregate 10% and CBFb-RUNX1 inh 5%.
Screening O=C(NCc1ccco1)C(=O)NCC1OCCN1S(=O)(=O)c1ccc(Br)cc1 (stereo not drawn) returned GAA glycogen mod -18%, HTT cytoprotect 21%, GAA spleen mod -1%, GAA inhib -4%, HTT aggregate -13% and CBFb-RUNX1 inh 4%.
CC(=O)Nc1ccc(C(=O)Cn2nnc3ccccc3c2=O)cc1 was read as GAA glycogen mod -7%, HTT cytoprotect -28%[10 µM], GAA spleen mod -1%, LMNA splice mod 2%, GAA inhib 4%, HTT aggregate 16% and CBFb-RUNX1 inh 4%.
Screening O=C(Nc1ccc(O)cc1)/C(=C\c1ccncc1)NC(=O)c1ccccc1 returned GAA glycogen mod -6%, HTT cytoprotect 14%[10 µM], GAA spleen mod -4%, GAA inhib 1%, HTT aggregate 29% and CBFb-RUNX1 inh -10%.
For COCC(C)NCc1cc(Br)ccc1OC (stereo not drawn) the results were GAA glycogen mod 5%, HTT cytoprotect -13%, LMNA splice mod 3%[46 µM], GAA inhib -5%, HTT aggregate 23% and CBFb-RUNX1 inh -7%.
O=C(COC(=O)Cc1ccsc1)NC(c1ccccc1)c1ccccc1 was read as GAA glycogen mod -15%, HTT cytoprotect 4%[10 µM], GAA spleen mod -3%, LMNA splice mod -10%, GAA inhib -4%, HTT aggregate -3% and CBFb-RUNX1 inh 10%.
`CCc1ccc(OCc2nnc(SCCN3CCOCC3)n2CC)cc1` gave GAA glycogen mod 7%, HTT cytoprotect 2%, GAA spleen mod 0%, LMNA splice mod 3%, GAA inhib -29%, HTT aggregate -7% and CBFb-RUNX1 inh 7%.
Screening Cc1cc(C(=O)COC(=O)c2ccc(N)c([N+](=O)[O-])c2)c(C)n1Cc1ccc2c(c1)OCO2 returned GAA glycogen mod 5%, HTT cytoprotect 15%[10 µM], GAA spleen mod -1%, HTT aggregate 12%[9.22 µM] and CBFb-RUNX1 inh 3%.
Cc1ccc(C(=O)Nc2sc(C)c(C)c2C(=O)c2ccccc2)cc1 was read as GAA glycogen mod 10%, HTT cytoprotect -1%[10 µM], GAA spleen mod -9%, LMNA splice mod -2%, GAA inhib -3%, HTT aggregate 7% and CBFb-RUNX1 inh -7%.
For CCOC(=O)CNC(=O)CSc1ncnc2c1cnn2-c1ccc(OC)cc1 the results were GAA glycogen mod -3%, HTT cytoprotect -15%, GAA spleen mod 1%, LMNA splice mod 2%, GAA inhib inconclusive, HTT aggregate 18% and CBFb-RUNX1 inh -6%.
O=C(COc1ccc2ccccc2c1Br)N1CCN(c2ccccn2)CC1 was read as GAA glycogen mod -10%, HTT cytoprotect 1%, GAA spleen mod -19%, LMNA splice mod inconclusive, GAA inhib -1%, HTT aggregate -10% and CBFb-RUNX1 inh 0%.
`COC(C[C@H](O)[C@@H](C)[C@H](O)COCc1ccccc1)OC` gave GAA glycogen mod -6%, HTT cytoprotect 3%[10 µM], GAA spleen mod 2%, HTT aggregate -5%[9.22 µM] and CBFb-RUNX1 inh 3%.
O=c1c(-c2ccc(Br)cc2)[n+]([O-])c2ccccc2n1OCc1ccccn1 was read as GAA glycogen mod -8%, HTT cytoprotect -32%[inhibitor][1.9 µM], GAA spleen mod -13%, LMNA splice mod 17%[46 µM], GAA inhib 4%, HTT aggregate -11%[9.22 µM] and CBFb-RUNX1 inh -4%.
Screening CCN(CC)C(=O)COc1ccc2oc(C)c(C(=O)OC(C)C)c2c1 returned GAA glycogen mod -3%, HTT cytoprotect -4%, GAA spleen mod -3%, LMNA splice mod -9%, GAA inhib -8%, HTT aggregate 3% and CBFb-RUNX1 inh 6%.
`O/N=C/c1nc2cc(Cl)ccc2o1` gave GAA glycogen mod 9%, HTT cytoprotect -28%, GAA spleen mod -22%, GAA inhib -9%, HTT aggregate -11% and CBFb-RUNX1 inh 0%.
For Cc1ccc(-c2n[nH]c3c2CCC3)cc1 the results were GAA glycogen mod -2%, HTT cytoprotect -12%, GAA spleen mod -8%, LMNA splice mod -11%, GAA inhib -3%, HTT aggregate -20% and CBFb-RUNX1 inh -6%.
For COCCCNC(=O)CCS(=O)(=O)Cc1ccc(C)cc1 the results were GAA glycogen mod 4%, HTT cytoprotect 7%, GAA spleen mod -3%, LMNA splice mod 3%, GAA inhib 6%, HTT aggregate 10% and CBFb-RUNX1 inh 0%.
Screening CCOc1ccc(S(=O)(=O)N2CCCCCC2)cc1 returned GAA glycogen mod 8%, HTT cytoprotect -3%, GAA spleen mod inconclusive, LMNA splice mod 7%, GAA inhib -3%, HTT aggregate -5% and CBFb-RUNX1 inh 6%.
CCC/C=C(\CCC)C(NS(=O)(=O)c1ccc(-c2ccccc2)cc1)c1ccc(C(=O)OC)cc1 (stereo not drawn) was read as HTT cytoprotect -11%, GAA spleen mod 15% and CBFb-RUNX1 inh 17%.
For COc1ccc(-c2[nH]ncc2CN(C)C(C)c2ccncn2)c(F)c1 (stereo not drawn) the results were GAA glycogen mod -11%, HTT cytoprotect -32%[inhibitor], GAA spleen mod 5%, GAA inhib -1%, HTT aggregate -5% and CBFb-RUNX1 inh 13%.
Screening CCOC(=O)CNC(=S)N(Cc1cccs1)C1CCCC1 returned GAA glycogen mod -3%, HTT cytoprotect 22%[10 µM], GAA spleen mod -6%, LMNA splice mod -5%, GAA inhib -5%, HTT aggregate -1% and CBFb-RUNX1 inh 0%.
